# Source: PubChem BioAssay (The Scripps Research Institute Molecular Screening Center)
# M5 PAM: positive allosteric modulators of human muscarinic M5 receptor; P08912; CHO-K1 hM5, Fluo-8 calcium, ACh EC20 PAM; 0% = ACh EC20, 100% = ACh EC100; activation, % at 3 µM; actives 0.3% (n = 360,000); AID 624038;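 active = activation above the run cutoff, the mean activation of all test compounds plus 3 SD, cut at about 18% in these data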
# Target sequence (P08912 whole entry, looked up): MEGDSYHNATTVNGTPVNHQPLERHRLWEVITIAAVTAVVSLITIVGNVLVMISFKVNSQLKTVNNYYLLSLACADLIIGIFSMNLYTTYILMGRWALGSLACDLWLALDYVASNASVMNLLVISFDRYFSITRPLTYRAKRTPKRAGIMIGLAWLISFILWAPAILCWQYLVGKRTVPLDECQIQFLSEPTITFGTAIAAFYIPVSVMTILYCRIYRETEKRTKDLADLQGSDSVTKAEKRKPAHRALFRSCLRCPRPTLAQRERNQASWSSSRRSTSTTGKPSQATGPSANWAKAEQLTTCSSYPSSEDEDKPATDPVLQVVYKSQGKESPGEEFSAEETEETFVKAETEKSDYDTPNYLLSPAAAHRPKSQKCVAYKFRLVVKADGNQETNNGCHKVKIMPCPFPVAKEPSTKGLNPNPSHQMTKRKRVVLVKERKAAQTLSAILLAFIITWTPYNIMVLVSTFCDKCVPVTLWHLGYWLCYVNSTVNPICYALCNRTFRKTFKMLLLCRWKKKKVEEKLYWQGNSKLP
#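 Assay system: CHO-K1 hM5 cells. Also added: acetylcholine at EC20 concentration, added after compound. Dosing: 3 µM, single dose. Times: compound preincubation 140 s before EC20 acetylcholine addition. Signal: Fluo-8 calcium fluorescence. Measure: % activation relative to EC20 and EC100 ACh responses. Repeats: singlicate, one well per test compound.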
# CHRM4 agonist: agonists of human muscarinic M4 receptor (CHRM4) | P08173 | CHO-K1 hM4/Gqi5, Fluo-8 calcium fluorescence; vehicle 0%, full acetylcholine response 100% | activation, % at 3 µM | actives 0.14% (n = 360,000) | AID 624127;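 active = activation above the run mean over all test wells plus 3 SD, cut at about 32% in these data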;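 also: peak over basal fluorescence ratio per well then scaled between controls; 0% = DMSO wells and 100% = acetylcholine at EC100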
# Target sequence (P08173 whole entry, looked up): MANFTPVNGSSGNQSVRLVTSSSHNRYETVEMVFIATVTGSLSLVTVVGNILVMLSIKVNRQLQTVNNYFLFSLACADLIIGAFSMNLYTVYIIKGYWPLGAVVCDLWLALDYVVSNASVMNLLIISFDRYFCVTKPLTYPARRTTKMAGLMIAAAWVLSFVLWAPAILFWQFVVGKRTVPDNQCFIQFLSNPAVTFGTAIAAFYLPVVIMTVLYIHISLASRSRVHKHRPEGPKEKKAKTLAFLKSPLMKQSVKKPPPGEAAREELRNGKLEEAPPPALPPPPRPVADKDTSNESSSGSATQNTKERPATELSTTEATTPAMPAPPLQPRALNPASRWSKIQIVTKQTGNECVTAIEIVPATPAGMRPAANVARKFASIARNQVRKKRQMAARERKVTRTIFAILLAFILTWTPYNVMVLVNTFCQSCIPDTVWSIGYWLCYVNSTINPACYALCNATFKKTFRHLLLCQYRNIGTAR
# M5 ag: agonists of human muscarinic M5 receptor (CHRM5). AID 624037. activation, % at 3 µM. CHO-K1 hM5 cells, Fluo-8 calcium fluorescence; 0% DMSO wells, 100% maximal acetylcholine response. actives 0.19% (n = 360,000);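 active = activation above the run's mean over test compounds plus 3 SD, cut at about 23% in these data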;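 also: signal is peak over basal fluorescence ratio across the kinetic read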
# CHO-K1 Ca ag: nonselective activator or artifact in parental CHO-K1 cells. Fluo-8 calcium fluorescence; scaled to maximal ATP response, vehicle zero. activation, % at 3 µM. actives 0.48% (n = 360,000); in the data active = activation above about 15%;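 also: untransfected CHO-K1 host cells lacking M1 receptor as counterscreen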
# CHRM5 antagonist: antagonists of human muscarinic M5 receptor (CHRM5). P08912. CHO-hM5 cells, Fluo-8 calcium fluorescence, ACh EC80. inhibition, % at 3 µM. actives 0.59% (n = 360,000). AID 624040;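 active = inhibition above a per-plate cutoff, the mean of that plate's test compounds plus 3 SD, cut at about 27% in these data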;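 also: 0% = acetylcholine EC80 with DMSO and 100% = DMSO without agonist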
# CHO-K1 Ca antag: counter-screen for M1 antagonists: effect in parental CHO-K1 cells | ATP-induced calcium, Fluo-8 fluorescence | inhibition, % at 3 µM | actives 0.6% (n = 360,000);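 active = inhibition above a per-plate cutoff, the plate's mean sample inhibition plus 3 SD, cut at about 24% in these data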;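 also: 0% = DMSO plus EC80 ATP and 100% = DMSO alone without ATP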
# CHRM4 antagonist: blocks acetylcholine activation of human M4 receptor; P08173; CHO-hM4 cells, ACh EC80, Fluo-8 calcium fluorescence; inhibition, % at 3 µM; actives 0.73% (n = 360,000); AID 624125;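 active = inhibition above its plate's cutoff, the mean inhibition of sample wells plus 3 SD, cut at about 27% in these data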;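 also: 0% = acetylcholine EC80 with DMSO and 100% = DMSO without agonist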
# M1 PAM parental: counter-screen for M1 PAMs: effect in parental CHO-K1 cells | ATP EC20, Fluo-8 calcium fluorescence; 0% at ATP EC20, 100% at ATP max | actives 0.02% (n = 360,000) | AID 602247 | activation, % at 3 µM;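 active = activation above the run cutoff, the mean activation of all test compounds plus 3 SD, cut at about 40% in these data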;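 also: peak over basal fluorescence ratio in a 140 s read after ATP addition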
# CHRM4 PAM: potentiates acetylcholine response at human M4 receptor. P08173. CHO-K1 hM4/Gqi5, Fluo-8 calcium fluorescence, ACh EC20; 0% = ACh EC20, 100% = maximal ACh. activation, % at 3 µM. actives 0.4% (n = 360,000). AID 624126;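 active = activation above its plate's cutoff, the mean activation of sample wells plus 3 SD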; also: some results filed as inactive read as strong as hits
# Starred values were filed as active, the others as inactive.
# Start of the listing, in advance:
SMILES,M5 PAM,CHRM4 agonist,M5 ag,CHO-K1 Ca ag,CHRM5 antagonist,CHO-K1 Ca antag,CHRM4 antagonist,M1 PAM parental,CHRM4 PAM
O=S(=O)(Nc1ccc(-c2ccc3nncn3n2)cc1)c1cccc(F)c1,3,2,4,0.8,6,-6,0,5,0
Cc1ccc(C(=O)NN2CCOCC2)cc1,-1,0,-1,0.3,-4,0,2,12,3

# The listing, from the start:
SMILES,M5 PAM,CHRM4 agonist,M5 ag,CHO-K1 Ca ag,CHRM5 antagonist,CHO-K1 Ca antag,CHRM4 antagonist,M1 PAM parental,CHRM4 PAM
O=S(=O)(Nc1ccc(-c2ccc3nncn3n2)cc1)c1cccc(F)c1,3,2,4,0.8,6,-6,0,5,0
Cc1ccc(C(=O)NN2CCOCC2)cc1,-1,0,-1,0.3,-4,0,2,12,3
N#C/C=C/N1CCN(Cc2ccc3c(c2)OCO3)CC1,2,1,-4,1.2,9,-9,-3,2,-1
COc1ccc(OC)c(NC(=O)CCNS(=O)(=O)c2ccc3c(c2)CC(C)N3C(C)=O)c1 (configuration not stated),-3,0,0,0.1,0,-4,-18,-1,-2
Cc1ccc(NC(=O)C2CSC3(C)CCC(=O)N23)cc1S(=O)(=O)N1CCOCC1 (configuration not stated),10,2,1,0.3,-4,-19,-8,10,16
CN(C)c1cccc(C(=O)OCC(=O)Nc2nccs2)c1,-2,1,0,0.9,-11,-9,-4,16,12
COc1cccc(C(=O)Nc2ccccc2C(=O)NC2CC2)c1,-3,4,-1,2.6,-3,-6,-4,-4,-1
Cc1cccc(N(C(=O)CCC(=O)Nc2cccnc2)C(C(=O)NC2CCCC2)c2ccncc2)c1 (configuration not stated),-9,8,-5,2.3,1,-11,-1,22,-4
CC1=C(/C=C/C(C)=N\NC(=O)c2ccncc2)C(C)(C)CCC1,4,1,1,0.0,-4,5,-2,9,-3
COc1cc(CN(CCN(C)C)Cc2ccccc2)ccc1OCc1ccccc1,-15,11,-16,0.6,2,11,0,-4,-12
CN(CCOc1ccc(Cl)cc1)C(=O)c1cccc(S(=O)(=O)N2CCN(Cc3ccccc3)CC2)c1,-23,15,7,13,16,11,20,-12,-5
Cc1ccc(C2(c3ccccc3)NC(=O)N(CC(=O)NC3(C#N)CCCC3)C2=O)cc1C (configuration not stated),4,2,-6,-0.3,1,-1,-5,7,1
O=c1[nH]c2cccnc2n1Cc1ccco1,10,1,4,0.4,-9,-18,4,2,-1
Cc1ccc(-n2nnnc2SCC(=O)Nc2nc(-c3ccc(F)cc3)cs2)cc1C,-3,0,3,1.4,1,-4,1,9,5
Cn1nnc2cc(C(=O)Nc3cccnc3)ccc21,-5,1,-5,0.6,2,-10,3,17,3
c1ccc(-c2cnnc(-c3ccccn3)n2)cc1,1,2,3,1.6,-1,-1,-3,14,4
O=C(N/N=C/c1ccc2c(c1)OCO2)c1sc2cccc(Cl)c2c1Cl,5,0,-1,6.5,10,-24,1,22,25
CSc1sc(C(=O)NNC(=O)c2ccc(Cl)cc2)c2c1C=CCC2,12,0,3,0.8,-4,-5,-3,9,-3
COc1ccc(CC(=O)NC(CC(=O)O)c2ccc(OC)cc2)cc1 (configuration not stated),4,0,-8,0.4,-2,-13,-6,13,13
COCCn1nnnc1C(C(C)C)N1CCSCC1 (configuration not stated),1,0,-1,1.2,7,-8,1,10,4
CCc1ccc(OCC(=O)O/N=C(\N)c2ccncc2)c(Br)c1,-6,1,-1,-0.2,15,-2,10,-9,-7
Cc1ccc(N2C(=O)c3sc4nnc(C)c(=O)n4c3C2=O)cc1,5,0,1,0.0,-6,-10,2,18,1
COC(=O)c1sccc1NC(=O)Nc1ccc(C(C)=O)cc1,-5,9,0,2.4,15,4,9,-9,-7
CC1CC(C)CN(c2nc3c(c(=O)n(C)c(=O)n3C)n2C)C1 (configuration not stated),-2,-1,0,0.2,0,-5,5,16,1
CCOC(=O)c1cccc(Nc2nc(C)cc(C)n2)c1,-6,-2,-8,-0.6,-14,-11,-6,11,12
# Next section.
SMILES,M5 PAM,CHRM4 agonist,M5 ag,CHO-K1 Ca ag,CHRM5 antagonist,CHO-K1 Ca antag,CHRM4 antagonist,M1 PAM parental,CHRM4 PAM
CC1CN(CC(=O)Nc2ccc(S(N)(=O)=O)cc2)CC(C)O1 (configuration not stated),4,0,-1,0.2,-2,-15,-6,19,3
Nc1nc(N)nc(-c2cc([N+](=O)[O-])ccc2O)n1,1,2,1,1.6,2,-15,3,26,5
CN(c1ccccc1)S(=O)(=O)c1cccc(NC(=O)CSc2ncc(C(F)(F)F)cc2Cl)c1,-11,2,-6,0.5,-4,-3,-10,4,-7
CCOC(=O)C1CCCN(C(=O)c2ccc(SC(F)(F)F)cc2)CC1 (configuration not stated),-1,2,0,2.2,-7,-15,4,0,-2
Cc1ccc2nc(NC(=O)COC(=O)c3ccc(Br)o3)sc2c1,-4,0,-1,0.7,2,-18,0,15,-3
O=C1C2CCCN2C(=O)N1CCN1CCN(c2cccc(C(F)(F)F)c2)CC1 (configuration not stated),-11,4,-3,2.7,20,-5,-1,11,-7
Cc1cccc(S(=O)(=O)N(C)C[C@@H]2OCc3cnnn3CCCC(=O)N([C@H](C)CO)C[C@@H]2C)c1,0,1,0,-0.1,-8,1,-9,-12,5
COc1cccc(CNCc2ccccc2Br)c1OC,3,1,-1,1.2,-3,-17,8,15,-8
CCc1ccc2nc(SCC(=O)NCC3CCCO3)c(C#N)cc2c1 (configuration not stated),-4,5,0,1.4,7,2,5,3,0
Cc1noc(C)c1-c1ccc(C(=O)NCCc2ccccc2)c2occc12,-4,3,-1,0.5,3,19,2,-6,-7
Cc1cc(C)n2ncc(C(=O)NC3CCCCC3)c2n1,3,2,-2,0.8,14,-10,6,24,3
O=C(O)CCCC(=O)Nc1ccc(Cl)cc1,8,1,-2,0.0,2,4,-12,8,8
CCN1C(=O)N(CC)C(O)(c2ccccc2)C1(O)c1ccccc1 (configuration not stated),-6,1,-1,0.3,-1,1,-2,2,6
CC(C#Cc1ccc2c(c1)COc1c3ccccc3nn1-2)OC(C)(C)C (configuration not stated),-4,3,3,0.2,11,-1,-6,2,1
COc1ccc(OC)c(N=CC2=C(O)CC(C)(C)CC2=O)c1,-5,2,1,0.5,8,-12,8,11,1
O=C(NCc1cccs1)C1CC(O)CN1C(=O)Nc1ccccc1 (configuration not stated),2,0,-2,-0.3,7,-13,1,8,-4
Cc1ccc(CNC(=O)C(CCC(N)=O)NC(=O)OCc2ccccc2)cc1 (configuration not stated),-4,0,-4,1.5,1,-4,-2,18,2
CCN(C(=O)COC(=O)C1CCN(S(=O)(=O)c2ccc3c(c2)OCCO3)CC1)C1CCCCC1,-3,4,-6,1.5,1,1,-1,13,-3
O=C(C1=C(O)C(=O)N(CCN2CCOCC2)C1c1cccc(O)c1)c1cc2ccccc2o1 (configuration not stated),-1,2,-3,0.6,3,-15,-3,19,19*
CC1Sc2ccc(C(=O)NCc3ccccc3Cl)cc2NC1=O (configuration not stated),9,1,-2,2.8,-1,3,-15,1,12
CCCN(CCO)Cc1ccc(F)c(Br)c1,-4,3,0,0.3,3,-17,0,7,2
CC(=O)Nc1nc(CCN2C(=O)c3ccccc3C2=O)cs1,-7,2,0,0.6,9,-4,1,-10,-8
COc1ccc(-c2csc(/C=C/c3ccc4c(c3)OCO4)n2)cc1OC,-10,1,-1,0.8,9,4,6,-5,0
COc1ccc(C2C(=O)c3ccccc3C2=O)cc1OC,7,0,2,4.9,-4,-7,-14,22,13
COc1ccc(CCC2CCNCC2)cc1,-2,1,-7,7.3,4,-12,4,13,-8
# Other entries follow:
SMILES,M5 PAM,CHRM4 agonist,M5 ag,CHO-K1 Ca ag,CHRM5 antagonist,CHO-K1 Ca antag,CHRM4 antagonist,M1 PAM parental,CHRM4 PAM
COc1ccc(NC(=O)C(=O)NCCO)cc1Cl,7,2,4,1.0,-2,2,1,2,12
CN(C(=O)CCS(=O)(=O)c1cc2c(cc1Cl)NC(=O)CO2)C1CCCCC1,0,1,0,-0.3,0,2,-11,-8,7
COc1cc(SC)ccc1C(=O)Nc1cccc(S(=O)(=O)NC2=NCCCCC2)c1,-10,15,0,6.3,12,-4,14,-3,-9
c1ccc(-c2cn(C[C@H]3CC[C@@H]([C@@H]4CC[C@H](Cn5cc(-c6ccccc6)nn5)O4)O3)nn2)cc1,-6,2,-1,-0.5,8,-14,-5,5,14
CC(=O)N(CCc1ccccc1)Cc1cc2ccc(C)c(C)c2[nH]c1=O,-15,25,2,6.7,15,-1,-20,10,-9
O=C(Cc1ccc([N+](=O)[O-])cc1)NCc1ccncc1,1,0,3,0.6,6,-11,0,21,0
CC1CC(C)CN(C(=O)CCNC(=O)c2ccccc2Cl)C1 (configuration not stated),-1,0,1,0.3,1,-7,13,0,-4
O=C(c1ccc(S(=O)(=O)c2ccccc2Cl)c([N+](=O)[O-])c1)N1CCN(Cc2ccccc2)CC1,-17,16,3,7.7,20,12,19,-14,-11
O=[N+]([O-])c1ccccc1S(=O)(=O)N1CCCc2ccccc21,0,0,-1,0.3,-7,-11,-10,13,-7
CCCCC(=O)Nc1nc(-c2ccc(S(=O)(=O)N3CCOCC3)cc2)cs1,-7,17,3,9.1,0,5,-4,-3,-2
CC(CNC(=O)CCn1ccc2cc(S(=O)(=O)N3CCCC3)ccc21)c1ccccc1 (configuration not stated),0,3,-2,2.9,1,-19,-14,13,-2
CC(=O)N(C)Cc1ccc(C(=O)CCl)cc1,1,1,4,0.1,4,0,6,8,-3
O=C(O)CCN1C(=O)NC2(CCCC2)C1=O,4,1,-5,0.8,-5,0,3,12,6
O=C1CC(c2ccc3ccccc3c2)NN1 (configuration not stated),8,2,-2,4.2,0,-4,4,18,9
c1ccc(COC(CN2CCCCCC2)CN2CCCCCC2)cc1,-9,2,-9,1.9,10,-13,0,23,-15
CCC(=O)NC(c1ccco1)c1cc(Br)c2cccnc2c1O (configuration not stated),2,1,0,0.8,-20,0,-15,-5,3
Cc1cccc(NC(=S)NNC(=O)c2csc(C)c2)c1,7,0,-4,-0.3,-6,3,9,3,8
CC(=O)c1c(C)n([O-])c2ccc(C)cc2[n+]1=O,6,1,0,-0.3,-3,3,0,-4,14
N=C1C(c2nc3ccccc3s2)=C(O)CN1NC(=O)c1c[nH]c2ccccc12,4,0,-4,-0.3,4,11,-18,-2,8
COc1cc(/C=C2\SC(=O)N(Cc3ccc(F)cc3)C2=O)cc([N+](=O)[O-])c1O,-9,9,-4,2.3,16,7,-8,-5,-3
COc1ccc(-n2c(SCC(=O)Nc3ccc(C(N)=O)cc3)nc3ccccc3c2=O)cc1OC,3,0,-2,0.0,0,-11,3,24,2

# Quoted at random: 4 records from the list
SMILES,M5 PAM,CHRM4 agonist,M5 ag,CHO-K1 Ca ag,CHRM5 antagonist,CHO-K1 Ca antag,CHRM4 antagonist,M1 PAM parental,CHRM4 PAM
Cc1ccc(-n2nnnc2SCC(=O)Nc2nc(-c3ccc(F)cc3)cs2)cc1C,-3,0,3,1.4,1,-4,1,9,5
O=C(O)CCN1C(=O)NC2(CCCC2)C1=O,4,1,-5,0.8,-5,0,3,12,6
CCOC(=O)C1CCCN(C(=O)c2ccc(SC(F)(F)F)cc2)CC1 (configuration not stated),-1,2,0,2.2,-7,-15,4,0,-2
Cc1ccc2nc(NC(=O)COC(=O)c3ccc(Br)o3)sc2c1,-4,0,-1,0.7,2,-18,0,15,-3

# Compounds were not picked by outcome; 2.7% or so of the library scored in one or more.
